FUS suppressor: rescues growth of FUS-expressing yeast | Potency, µM (doses to about 76.6 µM), without a hit: top-dose growth rescue (activation), actives largely listed as activators | 390,000 tested, 0.24% active | S. cerevisiae FUS-expressing, growth rescue, OD600, 24 h;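 note: potency is the fitted concentration of half-maximal effect; plate controls were DMSO vehicle for no effect and reference control for full effect; nearly all actives have a fitted effect of over 55% in size; some results filed as inactive show a strong effect at the top dose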
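Steps: raffinose overnight preculture; dilution to OD 0.005 in 2% galactose minimal medium; compound addition (concentration series); 24hr at 30C, 99% humidity; absorbance read at 600 nm.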
pAkt inh: Akt phosphorylation inhibition. Neuro2A IGF-stimulated pAkt S473 HTRF, 20 min; stronger effect = lower value. activity change, % for hits at 50 µM. 360,000 tested, 0.32% active. AID 651550; in the data active = activity change below about -80%; inconclusive = mostly about -51% to -80%; note: % is set by controls: 0 for no effect and ±100 for the full control effect
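Neuro2A cells in DMEM with 0.5% FBS, overnight at 37 deg C, given compound at single 50 µM final, then IGF (6 nM final) for 20 min at 37 deg C. Lysed; phospho-Akt Ser473 by HTRF after 24 h, 665/615 ratio.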
GLP-1R inv ag: GLP-1 receptor (human) inverse agonism; HEK293 GLP-1R CRE-luciferase, luminescence, 24 h; GLP-1R form is constitutively active; P43220; Potency, µM (doses to about 38.3 µM), inactives show at the highest dose activity change, negative = inhibition, actives largely listed as inhibitors; 410,000 tested, 1.6% active; note: potency is the fitted concentration of half-maximal effect; % is set by controls: 0 for no effect and ±100 for the full control effect; nearly all actives have a fitted effect of over 55% in size
Target sequence (P43220 whole entry, looked up): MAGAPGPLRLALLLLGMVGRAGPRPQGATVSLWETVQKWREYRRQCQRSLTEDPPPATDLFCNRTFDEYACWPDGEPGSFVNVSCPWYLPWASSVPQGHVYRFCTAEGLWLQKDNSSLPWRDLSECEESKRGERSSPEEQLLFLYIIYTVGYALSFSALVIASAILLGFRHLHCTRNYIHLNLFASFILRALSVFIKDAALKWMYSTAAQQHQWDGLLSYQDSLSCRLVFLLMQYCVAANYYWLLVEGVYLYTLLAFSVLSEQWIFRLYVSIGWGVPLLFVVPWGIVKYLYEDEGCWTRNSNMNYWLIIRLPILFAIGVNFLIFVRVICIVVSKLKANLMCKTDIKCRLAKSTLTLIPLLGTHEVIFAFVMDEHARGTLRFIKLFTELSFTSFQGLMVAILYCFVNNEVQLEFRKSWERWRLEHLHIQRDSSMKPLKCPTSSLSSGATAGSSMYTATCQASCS
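Stable HEK293 clone (constitutively active GLP-1R + cAMP-response luciferase); 200 cells/uL plated, 12 h pre-culture, compound 24 hr, 37 deg C/5% CO2; detection reagent 12 min RT; luminescence.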
DRD3 antagonist: antagonists of human D3 dopamine receptor. 360,000 tested, 2.5% active. P35462. AID 652054. D3R cells, DiscoveRx beta-arrestin luminescence, antagonist mode; stronger effect = lower value. max response, negative = inhibition, %; in the data active = max response below about -50%; inconclusive = no clear call, values can overlap the other calls; note: % is set by controls: 0 for no effect and ±100 for the full control effect; mostly tested at two doses, the higher about 12 µM
Target sequence (P35462 whole entry, looked up): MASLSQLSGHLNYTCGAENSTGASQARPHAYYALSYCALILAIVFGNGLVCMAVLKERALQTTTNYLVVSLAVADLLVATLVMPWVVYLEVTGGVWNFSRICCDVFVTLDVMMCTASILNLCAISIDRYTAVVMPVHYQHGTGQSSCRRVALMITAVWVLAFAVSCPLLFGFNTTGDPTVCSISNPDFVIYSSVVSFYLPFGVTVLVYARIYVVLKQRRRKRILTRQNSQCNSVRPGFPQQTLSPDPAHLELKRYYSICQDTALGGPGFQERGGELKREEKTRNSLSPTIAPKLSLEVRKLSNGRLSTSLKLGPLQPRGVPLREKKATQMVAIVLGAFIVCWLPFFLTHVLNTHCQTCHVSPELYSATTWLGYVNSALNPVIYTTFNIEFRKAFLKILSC
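Cells plated overnight at 1500 cells/well, then exposed to library compounds with dopamine controls for 90 minutes at 37 degrees C. DiscoveRx reagent added for 30–60 minutes at room temperature; luminescence read, quantitative HTS format.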
GLP-1R agonist: activates the human GLP-1 receptor. Potency, µM (top dose mostly 45.6 µM), for the others: at the top dose activation, actives largely listed as activators. AID 624172. P43220. 380,000 tested, 0.007% active. HEK293 GLP-1R CRE-luciferase, luminescence, 4-6 h; cells express a hypersensitive GLP-1R form; note: potency is the fitted concentration of half-maximal effect; % of control where 0% means no effect
TDP-43 yeast inh: inhibitors of TDP-43 toxicity in yeast. TDP-43 expressing yeast growth rescue, BacTiter-Glo, 24 h. Potency, µM (highest dose often 46.1 µM), for inactives: at the highest dose growth rescue (activation), usual class: activators. 410,000 tested, 1.8% active; note: potency is the fitted concentration of half-maximal effect; % of control where 0% means no effect; nearly all actives have a fitted effect of over 50% in size
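Galactose-induced TDP-43 yeast, OD600=0.02, compound pinned; 24 hr, 30 deg C; BacTiter-Glo luminescence for growth. Inhibitors of TDP-43 toxicity read as activators.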
PTHR1 agonist: activates the human parathyroid hormone receptor PTHR1; HEK293 GP2 PTHR1 cells, GloSensor cAMP luminescence, 1 h; 410,000 tested, 0.075% active; Potency, µM (highest dose often 115 µM), without a hit: at the top dose activation, actives largely listed as activators; Q03431; AID 743266; note: potency is the fitted concentration of half-maximal effect; nearly all actives have a fitted effect of over 55% in size; some results filed as inactive show a strong effect at the top dose; inactives centre near -15; many of its hits are not listed in these tables
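HEK-293-derived GP2 cells expressing PTHR1 and a GloSensor cAMP reporter, 3,000/well, plated overnight, given luciferin plus IBMX (each 0.5 mM as added) for 1 h at 37 °C, then compound for 1 h at 37 °C. Luminescence was read after 15 min at room temperature.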
Abeta yeast res: compounds reversing amyloid beta toxicity in yeast; yeast expressing A-beta42, growth rescue, OD600, 48 h; response scale: 0% DMSO, 100% iron-clioquinol control; Potency, µM (doses to about 46.1 µM), without a hit: at the top dose growth rescue, hits mostly activators; 410,000 tested, 0.063% active; note: potency is the fitted concentration of half-maximal effect; nearly all actives have a fitted effect of over 55% in size
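Growth rescue measured by 600 nm absorbance after 48 h yeast culture at 30 C with compound. Values normalized between DMSO and an equimolar ferric chloride plus clioquinol control.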
aSyn yeast inh: inhibitors of alpha-synuclein toxicity in yeast; Potency, µM (top dose mostly 46.1 µM), for inactives: top-dose growth rescue (activation), usual class: activators; Yeast expressing alpha-synuclein, growth rescue, BacTiter-Glo, 24 h; AID 652106; 370,000 tested, 0.14% active; note: potency is the fitted concentration of half-maximal effect; % of control where 0% means no effect; nearly all actives have a fitted effect of over 65% in size
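Rescue of yeast growth: cells expressing toxic alpha-synuclein, induced in galactose at OD600 0.02, incubated with compound 24 h at 30 C. ATP luminescence quantified growth; inhibitors of toxicity appear as activators.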
* = called active by the depositor; i = inactive; u = inconclusive; x = not tested or not shown; [ ] = dose if it differs, or a comment. Unless noted, calls come from the whole dose curve; as a rule, active = well fitted curve in the direction sought with a large enough effect; inconclusive = small, poorly fitted or top-dose-only effect, or another doubt; inactive = no such curve, though single readings can be large; an effect the other way counts as inactive or inconclusive.

No. | SMILES | FUS suppressor | pAkt inh | GLP-1R inv ag | DRD3 antagonist | GLP-1R agonist
1 | NS(=O)(=O)c1ccc(NC(=O)CSc2cn[nH]n2)cc1 | u | i | 7.9% | 4.5 | 1.8%
2 | CCc1ccc(NC(=O)C2CCCN(S(=O)(=O)c3ccc4c(c3)CC(C)N4C(C)=O)C2)cc1 (stereo not given) | 21.5% | i | 8.7% | 19.9 | -3.5%
3 | CCOC(=O)c1cccc(NS(=O)(=O)c2c(C)nc3sc(C)cn3c2=O)c1 | 18.3% | x | 0.8% | x | x
4 | Cc1ccc(N(CCC#N)C(=O)COC(=O)c2cc(C)oc2C)cc1 | x | i | -23.3% | 5.4 | 0.4%
5 | COc1cc(OC)c(NC(=O)c2cc(S(=O)(=O)N3CCOCC3)cn2C)cc1Cl | -8.6% | i | 46.5%[activator] | -3.8 | 6.6%
6 | COc1ccc(NC(=O)N(C)C[C@H]2Oc3ccc(NC(=O)Nc4c(C)noc4C)cc3C(=O)N([C@H](C)CO)C[C@@H]2C)cc1 | -0.4% | i | 4.7% | 0.0 | -8.5%
7 | CCOc1ccc(Br)cc1S(=O)(=O)N1CCC(C(N)=O)CC1 | 9.3% | i | 3.5%[0.307 µM] | -2.9 | -0.4%
8 | C#CCN1C(=O)C(O)(CC(=O)/C=C/c2ccco2)c2ccccc21 (stereo not given) | 5.1% | i | 12.4% | -12.1 | -4.3%
9 | COc1ccc(N2C(=O)[C@@H]3[C@H](C2=O)[C@H](C(C)=O)N2c4ccccc4C=C[C@@H]32)cc1 | 25.7% | i | 9.4% | -10.8 | 0.0%
10 | Cc1nn(C)c(Oc2ccccc2)c1CCNS(=O)(=O)c1ccc(F)cc1 | 24.3% | i | -19.8% | -16.9 | 5.4%
11 | CC1Cc2ccccc2N1C(=O)CSc1nnc2sc3ccccc3n12 (stereo not given) | 33.8% | i | u | 26.0 | 8.3%
12 | CC(=O)Nc1cc2c(cc1NC(=O)Cn1nnc(-c3ccc(C)o3)n1)OCCO2 | 19.7% | i | u | 8.8 | 0.2%
13 | O=C(N=Nc1c(O)n(C2OC(=O)c3ccccc32)c2ccccc12)c1ccc(O)cc1 (stereo not given) | 1.4% | x | 17.7% | -16.1 | 1.5%
14 | COc1cccc(C(C(=O)NCc2ccccc2)N(C(=O)c2csnn2)C2CC2)c1 (stereo not given) | 19.4% | i | u | -4.1 | 8.8%
15 | CCN(CC)S(=O)(=O)c1cc(NC(=O)CSc2n[nH]c(N)n2)ccc1C | 5.6% | i | 20.8% | 12.1 | -3.8%

No. | TDP-43 yeast inh | PTHR1 agonist | Abeta yeast res | aSyn yeast inh
1 | -31.1%[inhibitor] | i | -6.8% | -10.1%
2 | 24.0% | -0.8% | 2.5% | -0.6%
3 | 11.2% | -4.3% | -16.3% | x
4 | 3.0% | i | 0.9% | -0.5%
5 | 2.1% | -17.4% | 0.1% | -0.3%
6 | 19.6% | -0.6% | 5.4% | 0.7%
7 | 0.8% | -18.1% | 12.3% | 5.7%
8 | 9.6% | i | 2.4% | 9.3%
9 | 15.4% | -8.4% | 5.7% | 0.3%
10 | -2.9% | -9.6%[57.5 µM] | 9.4% | 4.1%
11 | 0.0% | i | -36.6%[inhibitor] | 5.3%
12 | -10.4% | i | -19.0% | -5.7%
13 | -6.5% | 8.9%[57.5 µM] | -21.2% | -12.4%
14 | -14.3% | i | -4.5% | -3.6%
15 | -10.8% | i | -11.0% | -0.4%[1.84 µM]

(list continues)
No. | SMILES | FUS suppressor | pAkt inh | GLP-1R inv ag | DRD3 antagonist | GLP-1R agonist
16 | O=C(Oc1ccc(/C=N/NC(=O)c2ccccn2)cc1)c1ccc(Br)cc1 | -17.5% | i | -4.2% | 8.8 | -1.8%
17 | COc1cc(NC(=O)Nc2ccc(C)cc2)cc([N+](=O)[O-])c1 | 8.3% | i | u | 19.4 | 7.0%
18 | C=CCn1c(Cc2ccc(OCC)cc2)nnc1SCC(N)=O | 16.5% | i | -7.8% | -4.2 | -7.7%
19 | NC(=O)c1ccc[n+](CC(=O)c2ccc(Br)cc2)c1 | -16.0% | i | -1.0% | 22.5 | -5.0%
20 | CC(=O)Nc1cc(NC(C)=O)cc(C(=O)OCC(=O)N(c2ccccc2)C2CCS(=O)(=O)C2)c1 (stereo not given) | -1.3% | i | 16.7% | 20.7 | -7.6%
21 | CCOC(=O)c1cc(C)[nH]c(=O)c1C#N | -14.3% | i | -1.7% | 19.5 | 17.2%
22 | Cc1cccc(Cn2c(=O)n(CCCC(=O)NCc3ccco3)c(=O)c3ccccc32)c1 | 23.3% | i | u | -2.6 | 20.2%
23 | CCCS(=O)(=O)N1CCN(CC2CC=CCC2)CC1 (stereo not given) | 1.2% | i | -17.8% | u | -9.6%
24 | O=C(Nc1cccc(S(=O)(=O)N2CCOCC2)c1)c1ccc(N2CCOCC2)c([N+](=O)[O-])c1 | 9.7% | i | 0.2% | 5.2 | 0.3%

No. | TDP-43 yeast inh | PTHR1 agonist | Abeta yeast res | aSyn yeast inh
16 | 6.8% | i | 16.5% | -1.1%
17 | 11.0% | -33.3%[inhibitor] | 4.3% | 0.3%
18 | -29.2% | -21.7%[57.5 µM] | -4.3% | 0.2%
19 | -2.0% | -9.8% | 1.1% | 2.0%
20 | -1.0% | -16.1% | -13.1% | -3.9%
21 | 3.2% | i | 9.6% | 1.8%
22 | 21.7% | -0.5% | 15.6% | 10.3%
23 | 6.0% | i | -10.3% | -3.0%
24 | 7.5% | -0.9% | 12.0% | -5.3%

Structural class: the entries above containing four or more nitrogen atoms (8)
No. | SMILES | FUS suppressor | pAkt inh | GLP-1R inv ag | DRD3 antagonist | GLP-1R agonist
1 | NS(=O)(=O)c1ccc(NC(=O)CSc2cn[nH]n2)cc1 | u | i | 7.9% | 4.5 | 1.8%
6 | COc1ccc(NC(=O)N(C)C[C@H]2Oc3ccc(NC(=O)Nc4c(C)noc4C)cc3C(=O)N([C@H](C)CO)C[C@@H]2C)cc1 | -0.4% | i | 4.7% | 0.0 | -8.5%
11 | CC1Cc2ccccc2N1C(=O)CSc1nnc2sc3ccccc3n12 (stereo not given) | 33.8% | i | u | 26.0 | 8.3%
12 | CC(=O)Nc1cc2c(cc1NC(=O)Cn1nnc(-c3ccc(C)o3)n1)OCCO2 | 19.7% | i | u | 8.8 | 0.2%
14 | COc1cccc(C(C(=O)NCc2ccccc2)N(C(=O)c2csnn2)C2CC2)c1 (stereo not given) | 19.4% | i | u | -4.1 | 8.8%
15 | CCN(CC)S(=O)(=O)c1cc(NC(=O)CSc2n[nH]c(N)n2)ccc1C | 5.6% | i | 20.8% | 12.1 | -3.8%
18 | C=CCn1c(Cc2ccc(OCC)cc2)nnc1SCC(N)=O | 16.5% | i | -7.8% | -4.2 | -7.7%
24 | O=C(Nc1cccc(S(=O)(=O)N2CCOCC2)c1)c1ccc(N2CCOCC2)c([N+](=O)[O-])c1 | 9.7% | i | 0.2% | 5.2 | 0.3%

No. | TDP-43 yeast inh | PTHR1 agonist | Abeta yeast res | aSyn yeast inh
1 | -31.1%[inhibitor] | i | -6.8% | -10.1%
6 | 19.6% | -0.6% | 5.4% | 0.7%
11 | 0.0% | i | -36.6%[inhibitor] | 5.3%
12 | -10.4% | i | -19.0% | -5.7%
14 | -14.3% | i | -4.5% | -3.6%
15 | -10.8% | i | -11.0% | -0.4%[1.84 µM]
18 | -29.2% | -21.7%[57.5 µM] | -4.3% | 0.2%
24 | 7.5% | -0.9% | 12.0% | -5.3%

An excerpt; the hit share may differ from the screen's.
